# D1 ag = human D1 receptor agonism | P21728 | HEK293 T-REx D1 cells, calcium flux, agonist mode | activation, % at 2 µM | hit rate 1% among 360,000; further: 0% is about no effect
#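 Tetracycline-induced HEK293 TREx D1 cells, force-coupled to calcium signalling, were dye-loaded with a no-wash calcium kit. Compound was pin-added after a 10 s baseline. Fluorescence was read kinetically at 1 cycle/s for 180 s, with calcium rises flagged as agonism.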
# TRHR PAM = allosterically enhances the human TRH receptor | P34981 | TRHR cells, fluo-8 calcium fluorescence, EC20 TRH enhancement | enhancement, % at 2 µM | hit rate 0.66% among 360,000; in the data active means enhancement above about 30%; further: 0% is about no effect
# Target sequence (P34981 whole entry, looked up): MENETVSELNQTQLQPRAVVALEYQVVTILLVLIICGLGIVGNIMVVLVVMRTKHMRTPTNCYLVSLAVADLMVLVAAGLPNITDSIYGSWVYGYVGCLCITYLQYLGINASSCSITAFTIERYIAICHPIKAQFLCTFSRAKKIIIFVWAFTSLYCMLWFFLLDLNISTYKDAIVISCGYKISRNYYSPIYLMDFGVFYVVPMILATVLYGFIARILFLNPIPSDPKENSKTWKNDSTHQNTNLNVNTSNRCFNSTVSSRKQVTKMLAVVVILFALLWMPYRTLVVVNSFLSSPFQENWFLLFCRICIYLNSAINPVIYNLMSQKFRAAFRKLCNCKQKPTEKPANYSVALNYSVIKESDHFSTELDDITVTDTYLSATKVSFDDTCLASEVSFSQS
#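 TRHR-expressing cells loaded with fluo-8 calcium dye were read kinetically (ex 480/em 530) during compound addition, then stimulated with an EC20 of TRH (10 nM final). Enhancement of the Gq-mediated intracellular calcium response was scored.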
# RXFP1 antagonist = antagonists of human relaxin receptor RXFP1; hit rate 0.59% among 350,000; Q9HBX9; AID 1259400; activity change, negative = inhibition, % at 57.5 µM; HEK293-RXFP1, relaxin-stimulated cAMP HTRF, 30 min; stronger effect = lower value;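 active means activity change of -60% or lower, but not beyond a set lower limit; inconclusive means change between -60% and -40%, or beyond the set limit; inactive means change above -40%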; further: on the % scale 0 is the no-effect control and ±100 the full control effect
# D2 ag = activates the human D2 dopamine receptor; HEK293 T-REx D2 cells, calcium flux agonist mode; AID 485358; activation, % at 2 µM; P14416; hit rate 0.53% among 340,000;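 active means activation over 3 SD above normal in the single-dose calcium agonist read, cut at about 30% in these data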; further: 0% is about no effect
# Target sequence (P14416 whole entry, looked up): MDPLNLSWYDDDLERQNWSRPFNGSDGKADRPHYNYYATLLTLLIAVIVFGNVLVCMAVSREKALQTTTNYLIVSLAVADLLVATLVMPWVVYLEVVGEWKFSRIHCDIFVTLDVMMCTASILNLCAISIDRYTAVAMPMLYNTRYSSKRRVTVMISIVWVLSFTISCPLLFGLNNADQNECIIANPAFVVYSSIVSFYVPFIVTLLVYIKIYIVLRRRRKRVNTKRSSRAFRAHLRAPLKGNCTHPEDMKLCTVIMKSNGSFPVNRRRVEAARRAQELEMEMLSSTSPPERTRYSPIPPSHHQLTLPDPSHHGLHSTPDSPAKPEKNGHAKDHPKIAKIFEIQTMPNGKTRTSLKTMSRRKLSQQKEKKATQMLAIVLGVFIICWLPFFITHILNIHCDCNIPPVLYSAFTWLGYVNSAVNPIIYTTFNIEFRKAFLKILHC
#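 HEK293 Trex D2 cells, tetracycline-induced, o/n 30 C 5% CO2; no-wash Ca dye, RT 30–90 min; 10-cycle baseline, 23 nl cpd added, kinetic Ca read 180 s; agonist hits = positive Ca response.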
# D1 PAM = human D1 dopamine receptor positive modulation | P21728 | HEK293 TREx D1 cells, calcium flux, dopamine EC20 potentiation | potentiation, % at 10 µM | hit rate 0.036% among 360,000 | AID 504651; in the data active means potentiation above about 30%; further: 0% is about no effect
# D2 antag = D2 dopamine receptor (human) antagonism. P14416. HEK293 TREx D2 cells, calcium flux, dopamine EC80. inhibition, % at 10 µM. hit rate 2% among 340,000. AID 485344; in the data active means inhibition above about 30%; further: 0% is about no effect
#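 Cells plated overnight at 30 C with tetracycline; no-wash calcium dye, 30–90 min RT; 10 s baseline; compound pinned; 180 s read; EC80 dopamine added; another 180 s read.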
# D2 PAM = positively modulates the human D2 dopamine receptor allosterically | P14416 | HEK293 T-REx D2, calcium flux, EC20 dopamine potentiation | potentiation, % at 10 µM | hit rate 0.34% among 340,000 | AID 485347;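 active means potentiation over 3 SD above the plate norm, cut at about 30% in these data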; further: 0% is about no effect
#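 Potentiation of an EC20 dopamine calcium response is measured in a force-coupled, tetracycline-inducible Hek293 Trex D2 line. Compound-only kinetic reads over 180 s flag agonists before dopamine addition.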
# TRHR agonist = activates the human TRH receptor. activation, % at 2 µM. TRHR cells, calcium flux fluo-8, FDSS agonist mode. hit rate 0.18% among 360,000. P34981; further: 0% is about no effect
#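 Agonist-mode FDSS calcium read (Ex 480/Em 530, 1 s cycles) in 1536-well TRHR cells with fluo-8 dye, after 10-cycle baseline and 23 nL compound addition; TRH at EC20 (10 nM final) added afterwards for the enhancer phase.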
# D1 antag = human D1 dopamine receptor antagonism; P21728; HEK293 TREx D1 cells, calcium flux, dopamine EC80; stronger effect = lower value; activity change, negative = inhibition, % at 10 µM; hit rate 3.2% among 360,000; in the data active means activity change below about -30%; further: on the % scale 0 is the no-effect control and ±100 the full control effect
#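 Allosteric or orthosteric antagonism assessed as attenuation of the calcium response to EC80 dopamine, added 180 s after compound, in induced HEK293 Trex D1 cells loaded with no-wash calcium dye.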
# * = called active by the depositor; ? = inconclusive; / = not tested or not shown. Unless noted, no stated cut-off is given here; in the data, active means activation above about 30%; inactive means the rest. Rows are unselected, and some 7.1% of all compounds hit somewhere here.
SMILES,D1 ag,TRHR PAM,RXFP1 antagonist,D2 ag,D1 PAM,D2 antag,D2 PAM,TRHR agonist,D1 antag
COc1ccc(S(=O)(=O)NCCCN2CCCC2=O)cc1OC,5,-1,7,0.3,0,-13,2,0.6,1
CCC(C)NC(=O)c1ccc(CSCc2ccc(Cl)cc2)o1 (configuration not stated),7,-4,-18,-0.2,-7,16,-2,-0.5,-1
CCOC(=O)N1CCN(C(=O)c2cn(CC)c3ccc(S(=O)(=O)N4CCCCC4)cc3c2=O)CC1,-3,4,-7,0.6,-5,-15,2,0.3,7
CCCC(C)NC(=O)COc1ccc(S(=O)(=O)c2ccc(OCC(=O)NC(C)CCC)cc2)cc1 (configuration not stated),8,1,20,/,5,/,/,0.9,4
Cc1ccc2c(c1)nnn2C1CCN(CC(=O)Nc2ccc(F)cc2)CC1,0,1,-11,2.0,-11,-14,-19,1.2,1
O=C(N/C(=C\c1ccccc1Cl)C(=O)N1CCOCC1)c1ccc([N+](=O)[O-])cc1,1,-3,-7,/,1,/,/,0.3,-6
CCCCNC(=O)c1[nH]c2ccccc2c1Sc1ccc(C)cc1,0,0,-12,0.5,-1,/,/,-0.6,2
CSc1ccc(CCNC(=O)CCc2c(C)nc3c(-c4ccccc4)c(C)nn3c2C)cc1,2,1,/,-0.5,0,/,12,0.4,-12
CCc1nn(CC(=O)N2CCN(CC)CC2)c(=O)c2cc3sccc3n12,2,3,10,0.7,-1,-16,2,0.8,1
O=C(CSc1nc(O)c(C2CCCCC2)c(=O)[nH]1)Nc1ccccc1Cl,1,9,0,-0.3,0,8,1,-0.1,0
Cn1c(CNc2ccc(F)cc2)nc2ccccc21,0,3,8,0.1,-7,-7,0,-0.8,5
CCOc1ccc(N(CC)C(=O)COc2cc(=O)n(CC)c3ccccc23)cc1,0,0,-1,-1.2,-5,9,-1,-0.8,7
CCOC(=O)c1cc(S(=O)(=O)Nc2ccc(C)cc2Cl)[nH]n1,2,-1,/,0.3,1,/,-3,-0.3,0
COc1ccc(CN(CC2CCC(C(=O)O)CC2)C(=S)Nc2ccccc2OC)cc1 (configuration not stated),-1,0,-7,0.1,4,2,-2,-0.1,-1
CN(C)CCCN1C(=O)CSC1c1ccc([N+](=O)[O-])cc1 (configuration not stated),13,1,-1,0.2,0,34*,-2,-0.2,27
Cn1c(CCNC(=O)c2cccs2)nnc1SCC(=O)N1CCN(c2ccccc2)CC1,4,3,21,0.2,-2,0,-7,0.1,-19
CCOc1ccc(NC(=O)CSc2nc(O)c(C)c(=O)n2-c2ccc(F)cc2)cc1,3,-9,-5,-0.1,2,-11,7,0.5,-5
CC(C)c1ccc(NC(=O)CSc2ncnc3c2sc2ccccc23)cc1,11,1,-5,/,1,/,7,0.3,15
CC(C)(C)c1ccc(-c2nnc(SCC(=O)c3ccc4c(c3)OCCO4)o2)cc1,2,-7,0,-0.4,-8,-24,-5,1.0,5
CN(C)S(=O)(=O)c1ccc(S(=O)(=O)N(CC(=O)Nc2ccccc2)Cc2ccco2)cc1,3,9,-10,21,-2,-1,3,-0.6,0
Cc1cccc(C)c1NC(=O)CN(C)C(=O)c1ccc(-c2cccc(C(F)(F)F)c2)o1,10,-7,-14,1.7,-2,17,20,-0.2,4
COc1ccc(Nc2cc(C(=O)NCCCN(C)Cc3ccccc3)c3ccccc3n2)c(OC)c1,19,1,-10,-0.2,-6,/,-15,1.4,-27
CC(=O)Nc1ccc(NC(=O)C23CC4CC(C2)CC(n2cnc(Br)n2)(C4)C3)cc1,1,12,-3,-0.3,-1,0,1,1.1,7
Cc1ccc(C)c2[nH]c(=O)c(CN(CC3CCCO3)C(=S)NCc3ccco3)cc12 (configuration not stated),1,9,-24,-1.2,-2,6,2,-0.1,-4
CCOc1ccc(NC(=O)C(C)N2C(=O)c3ccccc3S2(=O)=O)cc1 (configuration not stated),-1,4,-5,0.2,6,-11,-3,-0.4,12
COc1ccc(NC(=O)c2cc(S(=O)(=O)N3CCc4ccccc43)cn2C)cc1,0,3,-31,-0.5,1,-11,-2,-0.5,10
Cc1cccc2c3nc4ccccc4nc3n(CCCN3C(=O)c4ccccc4C3=O)c12,1,-2,/,0.6,-6,5,2,0.5,10
COC(=O)Nc1nc(-c2cc(Cl)ccc2Cl)cs1,1,-3,-13,-0.8,-2,15,5,0.0,24
CC(C(=O)NCc1ccccc1)N(CCN1CCOCC1)C(=O)c1snc(C(N)=O)c1N (configuration not stated),3,2,/,0.3,-3,11,-3,1.5,4
CCCCn1c(SCC(=O)Nc2nnc(CC)s2)nc2c1c(=O)n(C)c(=O)n2C,3,-1,-12,0.7,-3,22,-8,-0.2,-2
CC(C)CSc1ccc(S(=O)(=O)NCC(=O)O)cc1[N+](=O)[O-],5,4,-2,3.4,1,23,-3,0.6,13
Fc1ccc(-c2nnn(Cc3ccc(F)cc3Cl)n2)cc1,13,6,-29,0.8,8,3,-7,0.7,9
CCOC(=O)C1CCCN(C(=O)c2cccc([N+](=O)[O-])c2C)C1 (configuration not stated),3,4,-8,-0.4,-2,-6,14,-2.1,0
COC(=O)c1ccc(C2C(C#N)=C(C)NC3=C2C(=O)CC(C)(C)C3)cc1 (configuration not stated),0,-3,-11,0.1,1,-5,-3,0.0,-18
COc1ccc(NC(=O)CSc2nc3ccccc3c(=O)n2CCCN2CCC(C)CC2)c(OC)c1,0,-3,-12,-0.1,-6,-7,-17,-0.2,8
CC(=O)Nc1nc2ccc(NC(=O)c3ccco3)cc2s1,6,0,2,-0.3,-4,1,2,-0.7,-10
CCOc1ccc(CNC(=O)C2CCN(c3nnc(C)c4c(C)n(-c5ccc(C)cc5)nc34)CC2)cc1,3,4,6,0.7,1,-5,-2,-0.1,1
COc1ccccc1N1CCN(c2ncnc3c2cnn3-c2cc(Cl)ccc2C)CC1,-4,-1,?,0.0,-3,/,11,-0.4,-8
Nc1nc2c(Cl)cc(Cl)cc2s1,4,-5,8,-0.3,-4,-15,4,-0.9,0
CCOC(=O)CON1C(=O)C(=O)N(OCC(=O)OCC)C2CCCCC21 (configuration not stated),0,-1,-3,-0.9,-2,-2,3,0.4,11
O=C1c2cccc3cc([N+](=O)[O-])cc(c23)C(=O)N1c1ccccc1O,2,-3,-9,-0.1,-1,11,1,1.5,-6
N#Cc1ccc(NC(=O)COCc2cc(-c3ccc(F)cc3)on2)cc1,4,0,-21,0.2,-3,/,-6,-0.2,-25
COc1ccc(CN2CCNC(=O)C2CC(=O)NC2CCOCC2)cc1C (configuration not stated),4,5,4,-0.2,-1,13,-6,0.5,6
O=C(NCCCN1CCOCC1)c1ccc(-c2ccc(Cl)cc2)o1,0,1,-3,-0.5,-2,-27,-9,0.3,-5
COCCNC(=S)NCCCNc1nc2cc3c(cc2cc1C#N)OCO3,2,15,15,0.1,0,11,-6,-0.1,-9
CCn1c(=O)cc(OCC(=O)Nc2ccc3c(c2)OCCO3)c2ccccc21,-4,2,-16,-1.1,6,12,-9,-1.1,16
O=C(NC1CCCC1)C(c1ccncc1)N(C(=O)c1ccco1)c1ccc(Cl)cc1 (configuration not stated),2,0,12,-1.9,-2,-9,-4,0.6,-5
O=S(=O)(NC(=S)c1ccccc1)c1ccc(F)cc1,0,1,-5,-0.2,3,9,-3,0.5,5

# In another format: 17 of the compounds above
# Order of values – D1 ag	TRHR PAM	RXFP1 antagonist	D2 ag	D1 PAM	D2 antag	D2 PAM	TRHR agonist	D1 antag
CC(C)CSc1ccc(S(=O)(=O)NCC(=O)O)cc1[N+](=O)[O-]
  5	4	-2	3.4	1	23	-3	0.6	13
Fc1ccc(-c2nnn(Cc3ccc(F)cc3Cl)n2)cc1
  13	6	-29	0.8	8	3	-7	0.7	9
CCOC(=O)C1CCCN(C(=O)c2cccc([N+](=O)[O-])c2C)C1 (configuration not stated)
  3	4	-8	-0.4	-2	-6	14	-2.1	0
COC(=O)c1ccc(C2C(C#N)=C(C)NC3=C2C(=O)CC(C)(C)C3)cc1 (configuration not stated)
  0	-3	-11	0.1	1	-5	-3	0.0	-18
COc1ccc(NC(=O)CSc2nc3ccccc3c(=O)n2CCCN2CCC(C)CC2)c(OC)c1
  0	-3	-12	-0.1	-6	-7	-17	-0.2	8
CC(=O)Nc1nc2ccc(NC(=O)c3ccco3)cc2s1
  6	0	2	-0.3	-4	1	2	-0.7	-10
CCOc1ccc(CNC(=O)C2CCN(c3nnc(C)c4c(C)n(-c5ccc(C)cc5)nc34)CC2)cc1
  3	4	6	0.7	1	-5	-2	-0.1	1
COc1ccccc1N1CCN(c2ncnc3c2cnn3-c2cc(Cl)ccc2C)CC1
  -4	-1	?	0.0	-3	/	11	-0.4	-8
Nc1nc2c(Cl)cc(Cl)cc2s1
  4	-5	8	-0.3	-4	-15	4	-0.9	0
CCOC(=O)CON1C(=O)C(=O)N(OCC(=O)OCC)C2CCCCC21 (configuration not stated)
  0	-1	-3	-0.9	-2	-2	3	0.4	11
O=C1c2cccc3cc([N+](=O)[O-])cc(c23)C(=O)N1c1ccccc1O
  2	-3	-9	-0.1	-1	11	1	1.5	-6
N#Cc1ccc(NC(=O)COCc2cc(-c3ccc(F)cc3)on2)cc1
  4	0	-21	0.2	-3	/	-6	-0.2	-25
COc1ccc(CN2CCNC(=O)C2CC(=O)NC2CCOCC2)cc1C (configuration not stated)
  4	5	4	-0.2	-1	13	-6	0.5	6
O=C(NCCCN1CCOCC1)c1ccc(-c2ccc(Cl)cc2)o1
  0	1	-3	-0.5	-2	-27	-9	0.3	-5
COCCNC(=S)NCCCNc1nc2cc3c(cc2cc1C#N)OCO3
  2	15	15	0.1	0	11	-6	-0.1	-9
CCn1c(=O)cc(OCC(=O)Nc2ccc3c(c2)OCCO3)c2ccccc21
  -4	2	-16	-1.1	6	12	-9	-1.1	16
O=C(NC1CCCC1)C(c1ccncc1)N(C(=O)c1ccco1)c1ccc(Cl)cc1 (configuration not stated)
  2	0	12	-1.9	-2	-9	-4	0.6	-5
